TGFb SMAD3 inh: blocks TGF-b signaling; AID 588855; HepG2 CAGA-GFP TGF-b/SMAD3 reporter, GFP fluorescence, 18 h; TGF-beta stimulated, 500 pg/mL final; Potency, µM (titrated, usually from 46.1 µM), without a hit: at the top dose activity, negative = inhibition, most hits filed as inhibitors; 410,000 compounds, 1.2% hits; further: potency means the concentration at half of the fitted maximal effect; on the % scale 0 is the no-effect control and ±100 the full control effect; nearly all actives have a fitted effect of over 65% in size
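Using HEPG2 CAGA-GFP reporter cells at 1000 cells/well, we pinned test compounds, stimulated with recombinant TGF-beta (500 pg/mL final) and measured total well GFP after 18 h.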
HepG2 tox: HepG2 cytotoxicity, counter-screen for TGF-b inhibitors; HepG2 CAGA-GFP viability, ATP luminescence, 18 h; Potency, µM (titrated, usually from 46.1 µM), for inactives: at the top dose activity change, negative = cytotoxicity, hits mostly cytotoxic; 410,000 compounds, 0.76% hits; further: potency means the concentration at half of the fitted maximal effect; some results filed as inactive show a strong effect at the top dose
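HepG2 CAGA-GFP cells (1000/well, DMEM with 1% FBS) received compound, then TGF-beta at 500 pg/mL final, and were incubated 18 hours at 37 degrees C. Viability was read by CellTiter-Glo luminescence. Media-only wells were set as complete cell-killing and DMSO as no toxicity.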
Nrf2 block: blocks Nrf2 signaling; 360,000 compounds, 2.1% hits; Potency, µM (titrated, usually from 46 µM), for inactives: at the top dose activity change, negative = inhibition, usual class: inhibitors; A549 ARE-Fluc reporter, luciferase luminescence, 18-24 h; further: potency means the concentration at half of the fitted maximal effect; on the % scale 0 is the no-effect control and ±100 the full control effect; nearly all actives have a fitted effect of over 60% in size
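Concentration-response testing used A549 ARE_Fluc cells at 5000 cells/well. Following an 18-24 h compound incubation, viability was read by fluorescence (Ex 405/Em 525) and luciferase output by luminescence.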
A549 tox: kills or reduces viability of A549 cells in Nrf2 counter-screen; A549 ARE-Fluc cells, CellTiter-Fluor viability, 18-24 h; Potency, µM (series often up to 46 µM), for inactives: at the top dose activity change, negative = cytotoxicity, usual class: inhibitors; 390,000 compounds, 0.16% hits; AID 504648; further: potency means the concentration at half of the fitted maximal effect; on the % scale 0 is the no-effect control and ±100 the full control effect
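A549 ARE_Fluc cells in 5% FBS OPTI-MEM were exposed to compounds in concentration-response for 18-24 h at 37 deg C. Viability was read by CellTiter-Fluor fluorescence (Ex 405/Em 525) after 30 min, before the luciferase read.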
Abeta rescue: compounds reversing amyloid beta toxicity in yeast. yeast expressing A-beta42, growth rescue, OD600, 48 h; response scale: 0% DMSO, 100% iron-clioquinol control. Potency, µM (top dose mostly 46.1 µM), for inactives: at the top dose growth rescue, actives largely listed as activators. 410,000 compounds, 0.063% hits. AID 1347071; further: potency means the concentration at half of the fitted maximal effect; nearly all actives have a fitted effect of over 55% in size
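Yeast growth medium received pinned compounds, then yeast cells expressing toxic A-beta were added; plates incubated at 30 C for 48 hr. Growth read as absorbance at 600 nm, normalized to DMSO and equimolar FeCl3 plus clioquinol controls.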
pAkt inh: Akt phosphorylation inhibition; Neuro2A IGF-stimulated pAkt S473 HTRF, 20 min; stronger effect = lower value; activity change, % for hits at 50 µM; 360,000 compounds, 0.32% hits; AID 651550; in the data active means activity change below about -80%; inconclusive means mostly about -51% to -80%; further: on the % scale 0 is the no-effect control and ±100 the full control effect
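Single-point screen (50 µM final compound) in Neuro2A cells stimulated 20 min with 6 nM IGF at 37 deg C. After lysis, Ser473-phosphorylated Akt read by HTRF (ex 330 nm, em 615/665 nm) as the 665/615 ratio.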
CCT chaperon mod: cytosolic chaperonin activity modulation; AID 651819; purified chaperonin ATPase assay, HTRF ADP detection, 30 min; activity change, % (concentration not given with the values), hits read low; 360,000 compounds, 0.3% hits; in the data active means activity change below about -30%; further: on the % scale 0 is the no-effect control and ±100 the full control effect
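We incubate TRiC, 40 or 20 nM final, with library compounds at 76 uM and 10 uM ATP for 30 min at 37 °C. ADP formed is detected with Transcreener HTRF reagents after 30 min at room temperature.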
Mm-Cpn inhibitor: M. maripaludis TRiC chaperonin inhibition | purified Mm-Cpn ATPase, ADP Transcreener TR-FRET | AID 504842 | Potency, µM (doses to about 76.9 µM), inactives show at the highest dose activity, negative = inhibition, actives largely listed as inhibitors | 330,000 compounds, 0.031% hits; further: potency means the concentration at half of the fitted maximal effect; on the % scale 0 is the no-effect control and ±100 the full control effect; nearly all actives have a fitted effect of over 80% in size
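25 nM Mm-CPN + cpd, 10 min 37°C; + 10 uM ATP, 30 min 37°C; buffer 30 mM Tris pH 7.4, 100 mM KCl, 5 mM MgCl2, 1 mM DTT; Transcreener ADP HTRF detection 30 min RT.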
Nrf2 ARE act: activates Nrf2 signaling. AREc32 ARE-luciferase reporter (MCF7-derived line), luminescence, 24 h. Potency, µM (series often up to 46.1 µM), for inactives: at the top dose activation, actives largely listed as activators. AID 624171. 410,000 compounds, 0.31% hits; further: potency means the concentration at half of the fitted maximal effect; % of control where 0% means no effect; nearly all actives have a fitted effect of over 65% in size
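Steps: seed AREc32_Fluc cells (1000/well, 5% FBS OPTI-MEM); incubate overnight at 37 deg C; add 23 nL compound; incubate 24 hr; add Steady-Glo; hold 30 min RT; read luminescence.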
Starred values were filed as active, the others as inactive; i = inactive; ? = inconclusive; . = no result given; & = joins results of further samples; [ ] = another dose, or the depositor's remark. Unless noted, the call rests on the fitted dose curve; in most records, active means well fitted curve in the direction sought with a large enough effect; inconclusive means small, poorly fitted or top-dose-only effect, or another doubt; inactive means no such curve, though single readings can be large; an effect the other way counts as inactive or inconclusive.

Sample of the layout:
SMILES	TGFb SMAD3 inh	HepG2 tox	Nrf2 block	A549 tox	Abeta rescue	pAkt inh	CCT chaperon mod	Mm-Cpn inhibitor	Nrf2 ARE act
O=[N+]([O-])c1cc(/C=N/n2c(-c3ccncc3)n[nH]c2=S)ccc1Cl	-18%	-14%	0%	1%	4%	i	0.5	-2%	?
Cc1ccccc1NC(=O)C1=CC=CN2CCS(=O)(=O)N=C12	18%	-14%	2%	6%	-15%	i	-0.3	-3%	-0.5%
COc1cccc(Nc2ncccc2C(=O)Nc2ccccc2)c1	0%	-20%	21µM*	?	-84%[inhibitor]	i	0.2	-14%	1.6%
Cc1sc(C2C(C#N)=C(N)N(c3ccc(Cl)cc3)C3=C2C(=O)CCC3)cc1CN1CCOCC1 (stereo unspecified)	-23%	-25%	.	-3%	3%	.	.	.	3.0%

Results, previewed entries included:
SMILES	TGFb SMAD3 inh	HepG2 tox	Nrf2 block	A549 tox	Abeta rescue	pAkt inh	CCT chaperon mod	Mm-Cpn inhibitor	Nrf2 ARE act
O=[N+]([O-])c1cc(/C=N/n2c(-c3ccncc3)n[nH]c2=S)ccc1Cl	-18%	-14%	0%	1%	4%	i	0.5	-2%	?
Cc1ccccc1NC(=O)C1=CC=CN2CCS(=O)(=O)N=C12	18%	-14%	2%	6%	-15%	i	-0.3	-3%	-0.5%
COc1cccc(Nc2ncccc2C(=O)Nc2ccccc2)c1	0%	-20%	21µM*	?	-84%[inhibitor]	i	0.2	-14%	1.6%
Cc1sc(C2C(C#N)=C(N)N(c3ccc(Cl)cc3)C3=C2C(=O)CCC3)cc1CN1CCOCC1 (stereo unspecified)	-23%	-25%	.	-3%	3%	.	.	.	3.0%
N#Cc1ccc(NC2=NS(=O)(=O)c3ccccc32)cc1	?	-3%	-8%	-2%	-10%	.	.	.	3.6%
O=C(COC(=O)c1ccc2ccccc2n1)NC1CCCCC1	1%	2%	5%	8%	-3%	i	0.4	-2%	-0.6%
CCOc1ccc(NS(=O)(=O)c2ccc(NC(=O)N3CCCC3)cc2)cc1	3%	1%	.	0%	-8%	.	.	.	-0.1%
Cc1cccc(N2CCN(S(C)(=O)=O)CC2)c1C	-7%	-2%	-23%	-9%	26%	i	-1.2	-1%	-0.2%
Cc1ccc(NC(=O)CC2=NC(=O)C(CC(=O)Nc3ccccc3F)S2)cc1 (stereo unspecified)	?	-26%	-17%	-3%	6%	i	-1.9	1%	4.4%
CCN(CC)c1ccc(NC(=O)c2cc3c(OC)cccc3[nH]2)cc1	-12%	-18%	?	-15%	2%	i	-6.0	-4%	-0.5%
CC(C)NC(=O)c1ccc2c(c1)N(Cc1ccccc1)C(=O)C(C)(C)O2	17%	13%	?	0%	-19%	i	0.8	0%	-0.4%
O=C(c1cccc(N2C(=O)C3C4C=CC(C4)C3C2=O)c1)N1CCCCCC1 (stereo unspecified)	?	5%	1%	1%	6%	i	-1.6	2%	0.2%
Cc1ccc(NC(=O)CN(Cc2ccccc2)S(=O)(=O)c2ccc3nc(C)sc3c2)c(C)c1	-15%	-2%	17%	0%	13%	.	.	.	0.0%
COc1ccc(C(=O)/C=C/Sc2nc3ccccc3o2)cc1	10µM*	18µM*	8%	0%	-23%	i	1.0	1%	?
CCN1CCN(C(c2ccccc2Cl)c2c(O)cc(C)n(CCOC)c2=O)CC1 (stereo unspecified)	4%	7%	.	11%	4%	.	.	.	3.2%
CCc1ccc(-n2nc(C)c3c(C)cc(=O)n(CC(=O)Nc4ccc(C(C)=O)cc4)c32)cc1	-22%	1%	-1%	-16%	-14%	.	.	.	1.2%
C#CC[N+](C)(C)CCN1C(=O)C2C(c3ccccc3)C=CC(c3ccccc3)C2C1=O (stereo unspecified)	5%	16%	2%	0%	3%	i	0.4	1%	0.1%
CN(c1ccccc1)C(c1ccc(F)cc1)c1nnnn1C1CCCC1 (stereo unspecified)	0%	-23%	-23%	-12%	-10%	i	0.9	-3%	0.4%
CCOC(=O)c1cc2c(=O)n3ccccc3nc2n(CCOC)c1=NC(=O)C(C)(C)C	1%	7.9µM*	10%	?	-4%	i	0.8	-1%	-0.1%
COc1ccc(OCCNC(=S)Nc2cccc3ccccc23)cc1	?	-2%	?	17%	-24%	i	0.2	-7%	2.4%
COc1ccc2c(CNCc3ccc(Cl)cc3)c(C(=O)O)n(Cc3ccccc3C)c2c1	6%	-26%	1%	-17%	1%	.	.	.	3.9%
Nc1cc(C(=O)O)ccc1Nc1ccccc1	16%	10%	?	-12%	-11%	i	0.0	-9%	0.3%
Cc1ccc(C=Nc2ccccc2C#N)s1	-6%	4%	?	0%	20%	i	-1.1	3%	0.3%
COc1ccc(C2CC(c3ccccc3)Oc3cc4c(cc32)OCO4)cc1 (stereo unspecified)	-26%&-30%	-24%&-20%	0%	6%&-11%	.	.	.	.	.
Oc1ccc(-c2nc3ccccn3c2NCc2ccc3c(c2)OCO3)cc1	-5%	-20%	.	-1%	5%	i	-1.2	-10%	8.3%
COc1ccc(-c2oc(/N=C/N3CCOCC3)c(C#N)c2-c2ccc(OC)cc2)cc1	0%	-15%	?	2%	10%	i	-1.1	1%	0.3%
CN1CC(=O)N2C(c3ccc(Cl)cc3)c3[nH]c4ccccc4c3C[C@H]2C1=O (stereo partly specified)	-16%	-20%	-11%	0%	8%	i	-2.1	1%	7.0%
CNC(=O)NC(=O)C(OC(=O)c1cccc(S(=O)(=O)N2CCCCC2)c1)c1ccccc1 (stereo unspecified)	-23%	1%	-4%	-6%	-12%	i	-1.8	1%	-0.4%
O=S(=O)(c1ccc2nc(N3CCN(c4cccc(Cl)c4)CC3)ccc2c1)N1CCCCC1	-15%	8%	8%	-4%	-3%	.	.	.	-0.6%
COc1ccc(C(CNC(=O)c2ccc(C)c(S(=O)(=O)N3CCOCC3)c2)N2CCCC2)cc1 (stereo unspecified)	-16%	-14%	1%	0%	-8%	i	0.6	.	0.2%
O=S(=O)(NC1c2cccc3cccc(c23)C1N1CCNCC1)c1ccc(Cl)cc1 (stereo unspecified)	?	-63%	?	-12%	11%	i	-5.2	1%	7.2%
COCCNC(=O)COC(=O)/C=C/c1c(C)nn(Cc2ccc(Cl)cc2Cl)c1Cl	?	-41%	?	-13%	-4%	i	-1.0	0%	3.0%
CCN1CCN(c2ccc(S(=O)(=O)N3CCCCC3)cc2NC(=O)/C=C/c2ccc(OC(F)F)cc2)CC1	?	-71%	17%	?	13%	i	0.1	0%	7.6%
CC1CC(C)(C)NC(=S)N1CCCC(=O)NCc1ccccc1 (stereo unspecified)	11%	-20%	-9%	2%	-9%	i	0.5	3%	-0.2%
Cc1ccccc1C(=O)OCc1cc(=O)n2nc(C(C)C)sc2n1	-4%	-1%	?	-8%	-1%	.	.	.	4.6%
Nc1nc(SCc2ccccc2Cl)[nH]c(=O)c1-c1ccccc1	1%	-4%	-21%	0%	6%	i	-0.5	2%	0.1%
COc1cc(C(=O)Nc2ccc3nc(SCc4ccc(C)cc4)sc3c2)cc(OC)c1OC	?	-41%	?	?	-19%	.	.	.	3.7%
O=C(Nc1ccccc1)c1nc[nH]c1C(=O)N1CCN(c2ccccc2)CC1	-12%	-12%	13%	6%	-5%	i	-0.4	1%	0.1%
O=C1C(c2ccc(F)cc2)N(CCc2ccc(Cl)cc2)C(=O)CN1C1CCCCCC1 (stereo unspecified)	-5%	-5%	.	-1%	7%	.	.	.	4.1%
Cc1cc(Cn2nc(-c3ccccc3)cc2C(=O)NCc2cccs2)on1	2%	-17%	-6%	-2%	8%	i	-3.1	-1%	0.7%
COC(=O)C(NC(=O)C(NC(=O)C1CCC(C)CC1)C(C)C)C(C)C (stereo unspecified)	3%	6%	-3%	-11%	2%	i	0.8	.	0.3%
CN(C)S(=O)(=O)c1ccc(NC(=O)C2COc3ccccc3O2)cc1 (stereo unspecified)	4%	5%	12%	38%	5%	i	-0.1	-3%	3.2%
CCc1cccc(NC(=O)Cn2c(=O)n(-c3ccccc3C)c(=O)c3c2c2cc(C)ccc2n3C)c1	-5%	-5%	?	-8%	-6%	.	.	.	0.0%
CCn1c(CNC(=O)c2ccccc2)nc2ccccc21	1%	5%	-4%	13%	11%	i	1.1	.	4.5%
COc1ccc(CNC(=O)OCc2nccnc2C(=O)Nc2ccc(Br)cn2)cc1	11%	-6%	-12%	-9%	7%	i	-0.7	2%	0.0%
NC(=S)Nc1ccc(Cl)c(Cl)c1	-17%	-20%	?	-19%	2%	i	-0.6	-1%	6.1%
N#C/C(=C\c1ccccc1)C(=O)N1CCN(c2ccccc2F)CC1	12%	-7%	18%	-4%	5%	i	0.3	-1%	-0.5%
c1ccc2c(COn3nnc4ccccc43)cccc2c1	-18%	-9%	?	-1%	0%	i	-3.0	-1%	18%
CSc1cccc(N2C(=O)N(Cc3ccc([N+](=O)[O-])cc3)c3ccccc3S2(=O)=O)c1	-16%	4%	.	-7%	-5%	.	.	.	-1.4%
CC1(C(=O)Nc2cccc(Oc3ccccc3)c2)CCN1C1Cc2ccccc2C1 (stereo unspecified)	-6%	-26%	.	.	8%	i	1.8	.	8.8%
Cc1ccc(Cn2cc(/C=N/Nc3ccc([N+](=O)[O-])cn3)c3ccccc32)cc1	4.5µM*	-33%	?	-23%	-7%	i	-1.0	-17%	9.1%
COc1cc(NC(=O)C23CC4CC(C2)CC(n2cnc([N+](=O)[O-])n2)(C4)C3)cc(OC)c1	-2%	13%	10%	1%	-5%	i	2.8	2%	1.3%
CC(C)(C)C(=O)/C=c1\[nH]c(=O)/c(=C\c2ccccc2F)s1	-13%	-18%	0%	-14%	12%	i	-0.6	0%	?
